# Source: PubChem
# RXFP1 antag – RXFP1 (human) relaxin receptor antagonism. 0.59% of 350,000 active. AID 1259400. Q9HBX9. HEK293-RXFP1, relaxin-stimulated cAMP HTRF, 30 min; hits give low values. activity change, negative = inhibition, % at 57.5 µM;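 active = activity change of -60% or lower, but not beyond a set lower limit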
# Target sequence (Q9HBX9 whole entry, looked up): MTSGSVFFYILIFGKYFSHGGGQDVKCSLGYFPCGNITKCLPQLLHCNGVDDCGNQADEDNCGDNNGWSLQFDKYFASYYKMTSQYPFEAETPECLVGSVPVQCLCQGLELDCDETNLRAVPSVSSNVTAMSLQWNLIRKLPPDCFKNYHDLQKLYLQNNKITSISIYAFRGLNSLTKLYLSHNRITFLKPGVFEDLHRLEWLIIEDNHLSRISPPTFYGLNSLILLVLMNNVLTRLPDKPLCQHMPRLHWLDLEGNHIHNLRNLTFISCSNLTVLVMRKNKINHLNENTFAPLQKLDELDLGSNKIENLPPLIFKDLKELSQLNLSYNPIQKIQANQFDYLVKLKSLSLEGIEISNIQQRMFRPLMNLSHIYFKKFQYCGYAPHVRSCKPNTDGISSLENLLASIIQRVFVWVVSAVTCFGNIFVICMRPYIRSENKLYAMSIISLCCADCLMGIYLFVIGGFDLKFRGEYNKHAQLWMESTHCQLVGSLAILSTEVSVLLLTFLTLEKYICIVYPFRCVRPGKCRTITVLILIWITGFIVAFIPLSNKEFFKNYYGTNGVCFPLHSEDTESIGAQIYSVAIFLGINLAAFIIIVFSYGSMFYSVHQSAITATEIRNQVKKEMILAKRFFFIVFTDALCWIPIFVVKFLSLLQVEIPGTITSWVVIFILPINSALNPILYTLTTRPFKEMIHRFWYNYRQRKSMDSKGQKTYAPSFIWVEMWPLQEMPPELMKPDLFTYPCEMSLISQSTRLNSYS
# * hit, by the source's call. % is scaled to controls: 0 for no effect and ±100 for the full control effect. Not all compounds are listed (hit frequency here may not be typical).
SMILES,RXFP1 antag
COc1ccccc1/C=N/NC(=O)c1nnn(-c2nonc2N)c1-c1ccccc1,-7.5
CC(=O)C1(O)C(C)CC2C3CC(F)C4(O)CC(O)CCC4(C)C3CCC21C (stereo not drawn),-12.7
O=C(C=C(O)c1ccc(Cl)cc1)C(=O)NNC(=O)C(O)(c1ccccc1)c1ccccc1,-11.6
O=C(C1CC1)N1CCc2cc(Br)c(S(=O)(=O)N3CCCCCC3)cc21,3.6
CC1CCCN(C(=O)CCCNC(=O)c2ccc(Cl)cc2)C1 (stereo not drawn),-1.7
COc1ccc(-c2cccc(C(=O)Nc3ccc(C)cc3)c2)cc1,-0.8
CCOC(=O)C1CCCN(C(=O)c2ccc(Cl)c(S(=O)(=O)N3CCc4ccccc43)c2)C1 (stereo not drawn),-4.8
O=c1[nH]nc(-c2n[nH]c(=O)o2)o1,4.2
Nn1c(SCC(=O)NCCc2ccc(S(N)(=O)=O)cc2)nnc1C1CCCCC1,-4.7
O=C(COc1ccc(F)cc1Br)Nc1ccccc1N1CCCC1,-3.9
O=S(=O)(c1cccc(-c2n[nH]c(=S)n2-c2cccc(C(F)(F)F)c2)c1)N1CCOCC1,-28.1
COc1ccc(NC(=O)COC(=O)Cc2cccs2)cc1Cl,-1.0
COC(=O)C1C2CC(C(Br)C2Br)C1C(=O)O (stereo not drawn),5.7
N=C(N)c1ccc(OCCCOc2ccc(C(=N)N)cc2)cc1,-15.7
Cc1ccc(S(=O)(=O)N(C)C[C@@H]2OCCCC[C@@H](C)Oc3ccc(NS(=O)(=O)c4c(C)noc4C)cc3C(=O)N([C@H](C)CO)C[C@@H]2C)cc1,0.1
O=C(COC(=O)C1CC1)Nc1cccc(Cl)c1,-2.0
CN(Cc1ccc(Cl)cc1Cl)C(=O)C1CSC2(C)CCC(=O)N12 (stereo not drawn),4.1
CSCCC(NC(=O)c1ccc(Cl)cc1Cl)C(=O)N1CCN(C(=O)c2ccccc2)CC1 (stereo not drawn),12.4
CCOc1cccnc1Sc1ccccc1,-2.3
COc1ccc(S(=O)(=O)N2CCCCC2)cc1NS(=O)(=O)c1ccc(CNC(C)=O)cc1,-6.4
COc1cc(CNCc2cccs2)ccc1OCC(N)=O,-4.6
C[C@H]1CN([C@@H](C)CO)C(=O)CCCn2cc(nn2)CO[C@@H]1CN(C)C(=O)Nc1cccc(F)c1,-6.4
Nc1c(C2CCCCC2)c(=O)on1C(=O)c1ccccc1,-12.6
O=c1[nH]c(C(F)(F)F)nc2c1nc1n2CCC1,6.6
NS(=O)(=O)c1ccc(NC(=O)c2ccc(S(=O)(=O)N3CCCCCC3)cc2)cc1,-12.0
CCOc1ncnc2c1sc1nc3c(cc12)COC(C)(C)C3,-8.0
Cn1ccnc1SCC(=O)Nc1ccc(SC(F)F)cc1,-0.1
CCCCN(c1ccccc1)S(=O)(=O)c1cccc(C(=O)Nc2c(C)n(C)n(-c3ccccc3)c2=O)c1,8.2
CN(CC1(C)CCCO1)S(=O)(=O)c1ccc(Cl)c(S(N)(=O)=O)c1 (stereo not drawn),15.1
O=C(c1cc(C2CC2)nn1-c1ccccc1)N1CCN(c2ccccc2O)CC1,0.8
CC1CC(=Cc2ccc([N+](=O)[O-])cc2)C(=O)O1 (stereo not drawn),6.7
Cc1ccc(NC(=O)COC(=O)c2ccc3ncsc3c2)c(C)c1,4.4
O=C(CN1C(=O)NC2(CCCC2)C1=O)NCc1ccc(Cl)cc1,-1.1
COCC(=O)Nc1ccc2c(c1)[C@@H]1C[C@H](CC(=O)OC)O[C@H](CO)[C@@H]1O2,3.8
COc1ccc(CCNC(=O)c2ccc(F)c(S(=O)(=O)N3CCCCC3)c2)cc1,-0.9
CCNC(=S)NNC(=O)c1cccn(Cc2ccc(Cl)cc2Cl)c1=O,-10.3
CCOC(=O)Nc1ccc([N+](=O)[O-])cc1OC,3.2
CN(C(=O)CN1C(=O)c2ccc([N+](=O)[O-])cc2C1=O)C1CCCCC1,7.5
O=C(COC(=O)c1ccccc1O)NCc1ccco1,-5.9
COC(=O)CCNC(=O)c1ccc2nc(Cc3ccc(OC)cc3)oc2c1,-1.5
O=C(Nc1ccn(CCCNCC(c2ccccc2)c2ccccc2)c(=O)n1)OCc1ccccc1,-1.5
COc1ccc(Cc2nc3ccc(C(=O)NCCc4ncccc4C)cc3o2)cc1OC,-1.6
COc1ccc(C)cc1NS(=O)(=O)c1ccccc1,4.8
CCOC(=O)C1=C(C)N=C2SCCC(=O)N2C1c1cc(Br)ccc1OC (stereo not drawn),-7.5
Cc1ccc(CNC(=O)c2ccc(S(=O)(=O)N3CCCC3)cc2)cc1,-1.4
COc1ccc(C(=O)C(C)C(C)=O)c(OCc2ccccc2)c1OC (stereo not drawn),-0.9
O=C(O)C1CCCCC1C(=O)Nc1ccc(S(=O)(=O)N2CCOCC2)cc1 (stereo not drawn),-0.3
Cc1ccnc2nc(C(=O)OCC(=O)c3ccc(NC(=O)CC(C)C)cc3)nn12,14.8
Nc1c(N=Nc2ccccc2F)c(=O)[nH]n1-c1ccccc1,0.6
O=C(CSc1ccc(Br)cc1)NC1CCCCCC1,-24.5
NC(=O)C1=C(N)c2ccccc2C1c1ccccc1 (stereo not drawn),-13.3
O=C(c1cc2nc(-c3ccccc3)cc(C(F)(F)F)n2n1)N1CCCC1,15.0
C/C(=N\OCC(=O)OC(C)C(=O)Nc1ccc(C)c(S(=O)(=O)N2CCOCC2)c1)c1ccc2c(c1)OCO2 (stereo not drawn),-8.5
CC1NC(=O)c2cccnc2-n2c1nc1ccccc1c2=O (stereo not drawn),11.0
CCCCN1C(=O)C(CC(=O)NCC2CCCCC2)CC(C(=O)N(C)C)=C1C (stereo not drawn),-1.4
O=C(Nc1ccc(S(=O)(=O)Nc2cnc3ccccc3n2)cc1)c1ccc(Cl)cc1Cl,6.1
C[C@@H]1CN([C@H](C)CO)S(=O)(=O)c2ccc(Br)cc2O[C@H]1CN(C)S(C)(=O)=O,-3.3
Cc1onc(-c2ccccc2)c1-c1n[nH]c(=S)n1-c1ccccc1,-9.8
N=C1C=CC(=C(c2ccc(N)cc2)c2ccc(N)cc2)C=C1,-9.1
CC(=NNC(=S)N1CC2CCC(CC2)C1)c1cccc(C)n1,12.5

# Later entries.
SMILES,RXFP1 antag
COc1ccc(C(=O)c2ccc(Cl)cc2)c(OC)c1OC,-13.9
COC(=O)c1ccc(/C=N\NC(=O)c2ccc(C)cc2Cl)cc1,-16.1
C[C@@H]1CN([C@H](C)CO)C(=O)CCCn2nncc2CO[C@H]1CN(C)C,-0.2
Nc1ncnc2c(C3OC(CO)C(O)C3O)scc12 (stereo not drawn),0.0
CC(=O)Nc1ccc(NC(=O)CSc2nc3ccccc3c(=O)n2CCCN2CCOCC2)cc1,-15.2
CC(=O)Nc1ccc(C=NNc2ccc([N+](=O)[O-])cc2S(=O)(=O)Nc2ccccc2C(=O)O)cc1,-0.7
CC1CCCCN1CCNC(=O)c1ccc2c(c1)N(Cc1cccc(Cl)c1)C(=O)c1ccccc1S2(=O)=O (stereo not drawn),-1.2
CC1=C(C(=O)N(C)C)CC(CC(=O)NC2CCCC2)C(=O)N1CCCN1CCCC1=O (stereo not drawn),3.9
CN(Cc1c(F)cccc1Cl)C(=O)c1cccc(S(=O)(=O)N2CCN(Cc3ccccc3)CC2)c1,5.9
O=C(Nc1cccc([N+](=O)[O-])c1)N(c1ccccc1)c1ccccc1,2.5
O=C1c2cc(S(=O)(=O)N(CCO)CCO)ccc2-c2ccc(S(=O)(=O)N(CCO)CCO)cc21,-7.9
Cn1cccc1C(=O)NC(=O)COC(=O)c1ccc(S(C)(=O)=O)cc1,-13.4
OCC1(CO)CCCC(CO)(CO)C1O,9.8
COc1cc(OC)c(C=Cc2ccncn2)c(OC)c1,0.0
Cc1cc(NC(=O)CSCC(=O)OCC(=O)c2ccc(Br)cc2)no1,2.4
COC(=O)/C=C1\SC(=NC(=O)c2ccc(-c3ccccc3)cc2)NC1=O,-38.8
CCOC(=O)c1cc(-c2ccccc2)sc1NC(=O)CN1C(=O)c2ccccc2C1=O,-3.3
CCOC(=O)C(=O)Nc1ccc(S(=O)(=O)Nc2nccc(C)n2)cc1,3.2
Cc1ccc(-n2nnnc2-c2ccccc2Br)cc1,-23.7
COc1cccc(OC)c1OC(=O)c1ccccc1,-0.4

# Nothing new here: 23 of the compounds above.
SMILES,RXFP1 antag
COc1ccccc1/C=N/NC(=O)c1nnn(-c2nonc2N)c1-c1ccccc1,-7.5
CC(=O)C1(O)C(C)CC2C3CC(F)C4(O)CC(O)CCC4(C)C3CCC21C (stereo not drawn),-12.7
O=C(C=C(O)c1ccc(Cl)cc1)C(=O)NNC(=O)C(O)(c1ccccc1)c1ccccc1,-11.6
O=C(C1CC1)N1CCc2cc(Br)c(S(=O)(=O)N3CCCCCC3)cc21,3.6
CC1CCCN(C(=O)CCCNC(=O)c2ccc(Cl)cc2)C1 (stereo not drawn),-1.7
COc1ccc(-c2cccc(C(=O)Nc3ccc(C)cc3)c2)cc1,-0.8
CCOC(=O)C1CCCN(C(=O)c2ccc(Cl)c(S(=O)(=O)N3CCc4ccccc43)c2)C1 (stereo not drawn),-4.8
O=c1[nH]nc(-c2n[nH]c(=O)o2)o1,4.2
Nn1c(SCC(=O)NCCc2ccc(S(N)(=O)=O)cc2)nnc1C1CCCCC1,-4.7
O=C(COc1ccc(F)cc1Br)Nc1ccccc1N1CCCC1,-3.9
O=S(=O)(c1cccc(-c2n[nH]c(=S)n2-c2cccc(C(F)(F)F)c2)c1)N1CCOCC1,-28.1
COc1ccc(NC(=O)COC(=O)Cc2cccs2)cc1Cl,-1.0
COC(=O)C1C2CC(C(Br)C2Br)C1C(=O)O (stereo not drawn),5.7
N=C(N)c1ccc(OCCCOc2ccc(C(=N)N)cc2)cc1,-15.7
Cc1ccc(S(=O)(=O)N(C)C[C@@H]2OCCCC[C@@H](C)Oc3ccc(NS(=O)(=O)c4c(C)noc4C)cc3C(=O)N([C@H](C)CO)C[C@@H]2C)cc1,0.1
O=C(COC(=O)C1CC1)Nc1cccc(Cl)c1,-2.0
CN(Cc1ccc(Cl)cc1Cl)C(=O)C1CSC2(C)CCC(=O)N12 (stereo not drawn),4.1
CSCCC(NC(=O)c1ccc(Cl)cc1Cl)C(=O)N1CCN(C(=O)c2ccccc2)CC1 (stereo not drawn),12.4
CCOc1cccnc1Sc1ccccc1,-2.3
COc1ccc(S(=O)(=O)N2CCCCC2)cc1NS(=O)(=O)c1ccc(CNC(C)=O)cc1,-6.4
COc1cc(CNCc2cccs2)ccc1OCC(N)=O,-4.6
C[C@H]1CN([C@@H](C)CO)C(=O)CCCn2cc(nn2)CO[C@@H]1CN(C)C(=O)Nc1cccc(F)c1,-6.4
Nc1c(C2CCCCC2)c(=O)on1C(=O)c1ccccc1,-12.6

# Other compounds follow:
SMILES,RXFP1 antag
CC(OC(=O)c1ccco1)C(=O)Nc1nc(-c2ccccc2)cs1 (stereo not drawn),-5.5
COc1ccccc1CNC(=O)COC(=O)c1cc2ccccc2o1,-1.7
COc1ccc(NC(=O)COC(=O)CCNC(=O)c2ccco2)cc1Cl,3.8
Cc1oc2nc(SCC(=O)NC3CCCCC3)nc(N)c2c1C,-5.5
CC(C)[C@H](NS(=O)(=O)c1ccccc1)C(=O)OCC(=O)NC1CCCCC1,-10.6
CCNC(=O)NC1c2ccccc2CSc2ccccc21 (stereo not drawn),-9.9
COC(=O)[C@H]1C[C@H](OC(=O)Nc2c(C)noc2C)[C@@]2(O)CN(S(=O)(=O)c3ccc(C)cc3)CC2[C@H]1C(=O)OC (stereo partly drawn),2.2
CN(c1ccccc1)S(=O)(=O)CS(=O)(=O)N(C)c1ccccc1,4.8
Clc1ccc2nc(CSc3nnc(-c4c[nH]c5ccccc45)o3)cn2c1,-3.4
Cc1cc(C(=O)NN=Cc2ccc(OC(=O)c3ccco3)cc2)c(C)o1,-21.2
O=C(O)c1ccc(S(=O)(=O)NN=Cc2c[nH]c3ccccc23)cc1,3.1
Cc1ccc(S(=O)(=O)N2C[C@@H](C)[C@]3(C2)[C@H](O)[C@H](OC(=O)Nc2cccs2)C[C@H]2C(=O)N(c4ccccc4)C(=O)[C@H]23)cc1,-4.8
CCCc1c(C(=O)N/N=C/C2CC=CCC2)nnn1-c1nonc1N (stereo not drawn),9.4
COc1ccc(S(=O)(=O)N(C)C[C@H]2Oc3ncc(Br)cc3C(=O)N([C@@H](C)CO)C[C@@H]2C)cc1,10.4
Cc1cc(=O)oc2cc(OCC(=O)NC3CCCCC3)c(Cl)cc12,-26.4
Nc1nc(SCC(=O)c2ccc(Cl)cc2)c2ncn(C3OC(CO)C(O)C3O)c2n1 (stereo not drawn),-14.9
Cc1ccc(C(C)C)cc1OCC(=O)NCCCn1ccnc1,-10.7
N#Cc1ccc2sn(-c3ccccc3)c(=O)c2c1,-9.2
O=C1C=C(O)c2[nH]c(=O)ccc2C1=O,-12.3
O=C(c1cc(F)c(F)c(F)c1F)N1CCN(C(=O)C2CCCO2)CC1 (stereo not drawn),-12.4
CC(C)c1cc(-c2n[nH]c(=S)n2Cc2ccccc2)cs1,-26.9
CC(N=C1NS(=O)(=O)c2ccccc21)C(=O)NCc1ccc(F)cc1 (stereo not drawn),-11.2
OC(c1ccccn1)C(O)c1ccccn1 (stereo not drawn),-2.3
CCCCn1cnc2c(SCc3ccccc3Cl)nc(N)nc21,4.5
CCOc1ccccc1NC(=O)COC(=O)CN1C(=O)NC(C)(C)C1=O,4.8
O=C(NCCCCc1ccccc1)c1ccccc1Br,-0.2
NC(=O)c1ccc(NC(=O)COC(=O)c2cc3ccccc3cc2O)cc1,-31.2
Cc1ccc(C)c(NC(=O)Cn2nnc(C(=O)Nc3c(C)cccc3C)c2N)c1,5.6
COc1cc(/C=C/C(=O)OCC(=O)NC2CCCCCCC2)ccc1O,-11.3
O=C(O)C1CC2C3CC(C(=O)O)C(C3)C2C1 (stereo not drawn),0.0
CCCCC(NC(=O)c1ccccc1)C(=O)OCC(=O)N1c2ccccc2Sc2ccccc21 (stereo not drawn),-0.8
O=C(NCC1COc2ccccc2O1)C1CCN(S(=O)(=O)c2cccc3nsnc23)CC1 (stereo not drawn),0.5

# Ordered by formula weight (high to low): some entries from above.
SMILES,RXFP1 antag
O=C(NCC1COc2ccccc2O1)C1CCN(S(=O)(=O)c2cccc3nsnc23)CC1 (stereo not drawn),0.5
CCCCn1cnc2c(SCc3ccccc3Cl)nc(N)nc21,4.5
CC(C)c1cc(-c2n[nH]c(=S)n2Cc2ccccc2)cs1,-26.9
OC(c1ccccn1)C(O)c1ccccn1 (stereo not drawn),-2.3
